High-throughput results deposited in PubChem BioAssay by several laboratories.
PMK inhibit – S. pneumoniae PMK inhibitors, primary screen, biochemical, mevalonate pathway, pilot trial included. phosphomevalonate kinase (Streptococcus pneumoniae D39). purified PMK, PK/LDH-coupled NADH absorbance 340 nm. inhibition, % at 10 µM. 65,000 compounds, 0.49% hits. AID 539, 2006;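 active = top-ranked compounds by inhibition in the single 10 µM screen, taking a fixed number of the strongest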;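 also: 0% = full reaction with DMSO carrier and 100% = background rate without enzyme reaction; no value below 0 was filed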
Alkaline phosphatase – human TNAP enzyme inhibitors, biochemical, luminescent (AID 518); Alkaline phosphatase, tissue-nonspecific isozyme (Homo sapiens); purified TNAP enzyme, luminescent substrate readout; higher % means a stronger effect; inhibition, % at 20 µM, or IC50 in µM where a hit was titrated; 64,000 compounds, 0.09% hits; in the data active = a potency from the dose series; inactive = the rest, 99 in 100 with inhibition below about 22%;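 also: plate controls were vehicle for no effect and reference inhibitor for full effect; many of its hits are not listed in these tables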
HT1080 viability – cytotoxicity in HT1080 fibrosarcoma cells, cell-based, fluorescence readout (AID 620); HT1080 viability, fluorescence; higher % means a stronger effect; one-dose cytotoxicity, % at 10 µM; EC50 in µM for titrated hits; 87,000 compounds, 0.42% hits;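 also: cells exposed to compound overnight then 4 h with Alamar Blue; 0% = vehicle DMSO and 100% = killing control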
Spn MK inh – S. pneumoniae MK inhibitors, primary screen, biochemical, PK/LDH-coupled NADH absorbance; 65,000 compounds, 0.48% hits; purified MK, PK/LDH-coupled NADH absorbance 340 nm; AID 555, 2006; inhibition, % at 10 µM;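 active = ranked among the strongest by inhibition in the single 10 µM screen, a fixed top-ranked set picked for dose follow-up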; also: no value below 0 was filed
DPM-DC inhibit – S. pneumoniae DPM-DC inhibitors, primary screen, biochemical, PK/LDH-coupled NADH fluorescence; diphosphomevalonate decarboxylase (Streptococcus pneumoniae D39); 65,000 compounds, 0.49% hits; calls only at 10 µM; purified DPM-DC;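 active = the 320 compounds with the highest percent inhibition in the single-dose primary screen, excluding strongly autofluorescent ones, cut at about 32% in these data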;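 also: kinetic rate of NADH fluorescence loss reporting ADP formed by the decarboxylase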
LYP phosphatase – LYP phosphatase inhibitors, primary screen, biochemical, DiFMUP fluorescence, recombinant catalytic domain, 10 µM (AID 606); Tyrosine-protein phosphatase non-receptor type 22 (Homo sapiens); recombinant LYP catalytic domain, DiFMUP fluorescence; higher % means a stronger effect; inhibition, % at 10 µM, or IC50 in µM where a hit was titrated; 52,000 tested, under 10 active;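 active = IC50 under 40 µM in the dose-response test; inactive = IC50 of 40 µM or more, or never dose-tested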
KRASV12 cytotoxicity – cytotoxicity in KRAS-transformed pancreatic duct cells, primary screen, cell-based, fluorescence, HTS (AID 431); HPDE-C7K KRASV12 cells, Alamar Blue viability, 48 h; higher % means a stronger effect; one-dose cytotoxicity, % at 10 µM; EC50 in µM for titrated hits; 63,000 compounds, 1.7% hits;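 active = compounds whose percent cytotoxicity in the single-dose primary screen, scaled between solvent and toxic-drug controls, exceeds 50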;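 also: 0% = DMSO solvent wells and 100% = doxorubicin-treated wells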
HPDE-C7 cytotoxicity – cytotoxicity in HPDE-C7 cells, cell-based, fluorescence, HTS (AID 430); cytotoxicity, % at 10 µM, or EC50 in µM where a hit was titrated; HPDE-C7 pancreatic duct cells viability, fluorescence; higher % means a stronger effect; 63,000 compounds, 1.8% hits;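 also: cells exposed to compound for 48 hours before viability readout; 0% = vehicle and 100% = reference cytotoxic drug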
Bfl-1 inhibitors – Bfl-1 inhibitors, primary screen, biochemical, fluorescence polarization, FITC-Bid, mouse (AID 432) | 64,000 compounds, 0.02% hits | FITC-Bid BH3 peptide fluorescence polarization displacement; higher % means a stronger effect | Bcl-2-related protein A1 (Mus musculus) | one-dose displacement, % at 20 µM; IC50 in µM for titrated hits; in the data active = a potency from the dose series; inactive = the rest, 99 in 100 with displacement below about 15%; also: strong numbers were not always called active
PMK inhibit pilot replicates – recorded beside PMK inhibit, whose call it bears; inhibition, %; measured here: pilot screen replicates
Spn MK inh pilot replicates – further read-out of Spn MK inh, marked with its call; inhibition, %; measured here: pilot screen replicates
DPM-DC inhibit pilot screen % – second read-out of DPM-DC inhibit, no call of its own (marks repeat the call); inhibition, %; measured here: pilot screen trials
The depositor's hits bear a star; i = inactive; nt = no result given; & = joins results of further samples. Rule as the data show it, unless noted: active = cytotoxicity above about 50%; inactive = the rest.

entry	mol	PMK inhibit	PMK inhibit pilot replicates	Alkaline phosphatase	HT1080 viability	Spn MK inh	Spn MK inh pilot replicates	DPM-DC inhibit	DPM-DC inhibit pilot screen %	LYP phosphatase	KRASV12 cytotoxicity	HPDE-C7 cytotoxicity	Bfl-1 inhibitors
1	O=C(NCCc1c[nH]c2ccccc12)c1cccnc1	6.0	nt	11.5%	nt	10.0	nt	i	nt	9.5%	-19.4%	-19.1%	0.2%
2	C1CCC(C(CC2CCCCN2)C2CCCCC2)CC1 (stereo not given)	8.0	1.5	-21.8%	27.7%	1.0	4.0	i	0.0	12.2%	10.8µM*	11.7µM*	-3.6%
3	c1ccc(CN(CC2=NCCN2)c2ccccc2)cc1	8.0&2.0	5.0&0.5	39.2%&10.1%	-0.6%&-4.3%	4.0&5.0	0.0&0.0	i	0.0&0.0	17.0%	-2.3%&12.3%	8.4%&3.6%	3.7%&3.9%
4	CC(COc1ccccc1)NC(C)C(O)c1ccc(O)cc1 (stereo not given)	5.0	1.0	9.1%	3.1%	6.0	3.0	i	0.0	nt	1.4%	0.4%	-4.7%
5	O=C(c1ccc(F)cc1)C1CCN(CCn2c(=O)[nH]c3ccccc3c2=O)CC1	0.0	1.0	11.3%	-2.2%	6.0	0.0	i	1.5	17.3%	5.6%	5.4%	-3.6%
6	CC[N+](C)(CC)CCOC(=O)C(O)(c1ccccc1)C1CCCCC1 (stereo not given)	6.0	0.0	13.6%	-3.7%	7.0	0.0	i	0.0	6.8%	-11.8%	1.6%	-1.8%
7	O=C(CCNNC(=O)c1ccncc1)NCc1ccccc1	5.0	6.5	8.3%	6.0%	5.0	3.0	i	1.0	21.2%	-4.3%	-3.7%	0.7%
8	CC(=O)NC(Cc1ccccc1)C(=O)O (stereo not given)	7.0	nt	-1.8%	1.0%	0.0	nt	i	nt	nt	7.3%	3.4%	0.5%
9	Cc1cc(-c2ccccc2)nnc1NCCN1CCOCC1	6.0	2.0	11.3%	-5.3%	8.0	0.0	i	0.0	8.0%	0.9%	-6.0%	-7.3%
10	COc1ccc(/C=C/C(=O)Nc2ccccc2C(=O)O)cc1OC	0.0	0.0	7.7%	-3.8%	4.0	1.0	i	0.0	20.5%	5.6%	-0.1%	8.1%

5 structures from above, ordered by molar mass, descending.
entry	mol	PMK inhibit	PMK inhibit pilot replicates	Alkaline phosphatase	HT1080 viability	Spn MK inh	Spn MK inh pilot replicates	DPM-DC inhibit	DPM-DC inhibit pilot screen %	LYP phosphatase	KRASV12 cytotoxicity	HPDE-C7 cytotoxicity	Bfl-1 inhibitors
5	O=C(c1ccc(F)cc1)C1CCN(CCn2c(=O)[nH]c3ccccc3c2=O)CC1	0.0	1.0	11.3%	-2.2%	6.0	0.0	i	1.5	17.3%	5.6%	5.4%	-3.6%
10	COc1ccc(/C=C/C(=O)Nc2ccccc2C(=O)O)cc1OC	0.0	0.0	7.7%	-3.8%	4.0	1.0	i	0.0	20.5%	5.6%	-0.1%	8.1%
4	CC(COc1ccccc1)NC(C)C(O)c1ccc(O)cc1 (stereo not given)	5.0	1.0	9.1%	3.1%	6.0	3.0	i	0.0	nt	1.4%	0.4%	-4.7%
7	O=C(CCNNC(=O)c1ccncc1)NCc1ccccc1	5.0	6.5	8.3%	6.0%	5.0	3.0	i	1.0	21.2%	-4.3%	-3.7%	0.7%
1	O=C(NCCc1c[nH]c2ccccc12)c1cccnc1	6.0	nt	11.5%	nt	10.0	nt	i	nt	9.5%	-19.4%	-19.1%	0.2%

This is a subset. The share of hits here may be higher or lower than overall.
